# Screens from PubChem BioAssay.
# TDP43 rescue – TDP-43 toxicity inhibition in yeast; Potency, µM (doses to about 46.1 µM), for the others: at the top dose growth rescue (activation), most hits filed as activators; TDP-43 expressing yeast growth rescue, BacTiter-Glo, 24 h; AID 652104; hit rate 1.8% among 410,000; note: potency is the fitted concentration of half-maximal effect; % of control where 0% means no effect; nearly all actives have a fitted effect of over 50% in size
#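 Luminescence from BacTiter-Glo reports growth of TDP-43-expressing yeast after 24 hr at 30 deg C with compound. Cells were raffinose-pregrown to mid-log, then seeded in galactose medium at OD600=0.02.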
# HEK293 tox – cytotoxic in the GLP-1 receptor inverse agonist counter-screen; HEK293 cAMP-luciferase reporter cells, luminescence, 24 h; Potency, µM (series often up to 38.3 µM), inactives show top-dose activity change, negative = inhibition, usual class: inhibitors; hit rate 0.13% among 410,000;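 note: loss of luciferase light is scored as toxicity; potency is the fitted concentration of half-maximal effect; % is set by controls: 0 for no effect and ±100 for the full control effect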
#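 Luminescence readout: signal drop marks cytotoxicity. Plated cells grew 12 h at 37 °C, 5% CO2, received 23 nL compound for 24 h, then got luciferase reagent, read after 12 min at RT.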
# GLP-1R inv ag – acts as inverse agonist at human GLP-1 receptor; HEK293 GLP-1R CRE-luciferase, luminescence, 24 h; GLP-1R form is constitutively active; hit rate 1.6% among 410,000; AID 624417; Potency, µM (doses to about 38.3 µM), for the others: top-dose activity change, negative = inhibition, actives largely listed as inhibitors; note: potency is the fitted concentration of half-maximal effect; % is set by controls: 0 for no effect and ±100 for the full control effect; nearly all actives have a fitted effect of over 55% in size
# Target sequence (P43220 whole entry, looked up): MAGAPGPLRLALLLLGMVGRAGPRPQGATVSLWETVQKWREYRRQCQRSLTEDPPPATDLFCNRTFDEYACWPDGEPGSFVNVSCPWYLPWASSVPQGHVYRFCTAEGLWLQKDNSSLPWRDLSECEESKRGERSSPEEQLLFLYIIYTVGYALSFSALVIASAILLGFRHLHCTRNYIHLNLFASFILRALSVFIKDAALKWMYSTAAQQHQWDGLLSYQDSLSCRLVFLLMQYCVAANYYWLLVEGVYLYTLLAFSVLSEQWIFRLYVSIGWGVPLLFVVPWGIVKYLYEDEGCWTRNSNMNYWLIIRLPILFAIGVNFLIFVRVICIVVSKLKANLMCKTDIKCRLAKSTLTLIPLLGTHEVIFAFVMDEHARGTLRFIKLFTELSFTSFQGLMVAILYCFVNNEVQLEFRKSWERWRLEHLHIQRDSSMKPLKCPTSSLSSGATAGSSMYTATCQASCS
#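 Luminescence readout: a drop in cAMP-driven luciferase signal flags inverse agonism at a constitutively active GLP-1R stably expressed in HEK293. Compound exposure lasted 24 hr at 37 deg C, 5% CO2.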
# GLP-1R agonist – GLP-1 receptor (human) agonism; P43220; HEK293 GLP-1R CRE-luciferase, luminescence, 4-6 h; cells express a hypersensitive GLP-1R form; Potency, µM (doses to about 45.6 µM), inactives show top-dose activation, hits mostly activators; hit rate 0.007% among 380,000; AID 624172; note: potency is the fitted concentration of half-maximal effect; % of control where 0% means no effect
# DRD3 agonist – activates the human D3 dopamine receptor | P35462 | D3R DiscoveRx beta-arrestin cells, luminescence, 90 min | max activation, % | hit rate 0.58% among 410,000; in the data active = max activation above about 30%; note: 0% is about no effect; mostly tested at two doses, the higher about 12 µM
# Target sequence (P35462 whole entry, looked up): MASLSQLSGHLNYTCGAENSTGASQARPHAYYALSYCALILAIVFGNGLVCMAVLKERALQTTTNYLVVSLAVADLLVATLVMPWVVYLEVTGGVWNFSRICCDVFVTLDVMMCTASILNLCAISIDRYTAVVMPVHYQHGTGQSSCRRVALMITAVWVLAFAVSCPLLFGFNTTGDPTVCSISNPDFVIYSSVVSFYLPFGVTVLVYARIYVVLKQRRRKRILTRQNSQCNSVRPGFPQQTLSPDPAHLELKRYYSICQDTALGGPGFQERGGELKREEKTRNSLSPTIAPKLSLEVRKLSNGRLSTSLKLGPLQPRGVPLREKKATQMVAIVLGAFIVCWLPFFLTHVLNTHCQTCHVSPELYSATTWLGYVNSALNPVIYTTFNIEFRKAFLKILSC
#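 Agonist-mode cell screen: cells plated at 1500/well and incubated overnight at 37 °C, then exposed to library compounds for 90 min at 37 °C. Detection reagent was added for 30–60 min at room temperature, and luminescence was read.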
# KB-V1 cytotox – KB-V1 MDR subline cytotoxicity; KB-V1 MDR cells viability, CellTiter-Glo, 72 h; Potency, µM (series often up to 46.1 µM), for the others: at the top dose activity change, negative = cytotoxicity, usual class: cytotoxic; hit rate 3.4% among 400,000; note: potency is the fitted concentration of half-maximal effect; % is set by controls: 0 for no effect and ±100 for the full control effect; nearly all actives have a fitted effect of over 60% in size
#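 Potencies derive from concentration-effect curves fitted to normalized luminescence (CellTiter-Glo) of KB-V1 cells treated for 72 h at 37 degrees C in phenol-red-free DMEM containing 10% FBS.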
# D3 antag – blocks the human D3 dopamine receptor. D3R cells, DiscoveRx beta-arrestin luminescence, antagonist mode; active compounds read low. hit rate 2.5% among 360,000. max response, negative = inhibition, %. P35462; in the data active = max response below about -50%; inconclusive = no clear call, values can overlap the other calls; note: % is set by controls: 0 for no effect and ±100 for the full control effect; mostly tested at two doses, the higher about 12 µM
#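 Cells expressing the human receptor were seeded at 1500 cells/well, incubated overnight at 37 degrees C in 5% CO2, then exposed to library compounds with dopamine controls for 90 minutes at 37 degrees C before luminescent detection.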
# PTHR1 agonist – PTHR1 (human) receptor agonism; Potency, µM (top dose mostly 115 µM), for the others: top-dose activation, hits mostly activators; HEK293 GP2 PTHR1 cells, GloSensor cAMP luminescence, 1 h; hit rate 0.075% among 410,000; Q03431; note: potency is the fitted concentration of half-maximal effect; nearly all actives have a fitted effect of over 55% in size; some results filed as inactive show a strong effect at the top dose; inactives centre near -15; many of its hits are not listed in these tables
#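 HEK-293-derived GP2 cells expressing PTHR1 and a GloSensor cAMP reporter, 3,000/well, plated overnight, given luciferin plus IBMX (each 0.5 mM as added) for 1 h at 37 °C, then compound for 1 h at 37 °C. Luminescence was read after 15 min at room temperature.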
# aSyn yeast inh – alpha-synuclein toxicity inhibition in yeast; Potency, µM (titrated, usually from 46.1 µM), inactives show at the highest dose growth rescue (activation), usual class: activators; Yeast expressing alpha-synuclein, growth rescue, BacTiter-Glo, 24 h; AID 652106; hit rate 0.14% among 370,000; note: potency is the fitted concentration of half-maximal effect; % of control where 0% means no effect; nearly all actives have a fitted effect of over 65% in size
#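 Rescue of yeast growth: cells expressing toxic alpha-synuclein, induced in galactose at OD600 0.02, incubated with compound 24 h at 30 C. ATP luminescence quantified growth; inhibitors of toxicity appear as activators.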
# * hit, by the source's call; i = inactive; u = inconclusive; x = no result given; [ ] = another dose, or the depositor's remark. Unless noted, calls come from the whole dose curve; as a rule, active = well fitted curve in the direction sought with a large enough effect; inconclusive = small, poorly fitted or top-dose-only effect, or another doubt; inactive = no such curve, though single readings can be large; an effect the other way counts as inactive or inconclusive.
No.	canonical_smiles	PTHR1 agonist	D3 antag	TDP43 rescue	aSyn yeast inh	KB-V1 cytotox	HEK293 tox	DRD3 agonist	GLP-1R agonist	GLP-1R inv ag
1	CC(C)(C)c1ccc(C(=O)NCC(=O)OCC(=O)Nc2ccc3c(c2)OCCO3)cc1	-24%	9	1%	7%	-5%	6%	1	5%	6%
2	COCCn1c(=O)[nH]c(=O)c2c(C(F)(F)F)cc(-c3cccs3)nc21	i	10	-8%	2%	-18%	22%	-11	12%	89%[activator]
3	O=C(COC(=O)Cn1cnc2ccccc2c1=O)Nc1ccccc1OC(F)F	i	-4	-10%	-7%	10%	3%	3	6%	1%
4	COC(C(=O)N1CCC(n2nccc2NC(=O)C2CC2)CC1)c1ccccc1 (stereo not drawn)	i	3	-1%	-1%	8%	-8%	4	-1%	5%
5	COc1cc(Cl)c(CNC[C@H]2O[C@@H](n3cnc(C(N)=O)n3)[C@H](O)[C@@H]2O)c(Cl)c1O	i	40	20%	0%	-1%	4%	2	-1%	15%
6	Cc1ccsc1C(=O)NC1CCCN(Cc2ccc(Cl)cc2)C1 (stereo not drawn)	i	-25	-17%	-3%	u	17%	-13	25%	u
7	COc1ccc(OC)c(S(=O)(=O)N2CCCC(C)C2)c1 (stereo not drawn)	-12%	-17	u	-5%	1%	-12%	-4	-1%	0%
8	Cc1ccc(SCCC(=O)Nc2cc(C)on2)cc1	-8%	-15	-5%	4%	10%	-3%	1	15%	16%
9	O=C(NCCCNC(=O)c1ccco1)c1ccc(F)cc1	i	8	-9%	0%	0%	3%	3	10%	23%
10	Cc1nnc(SCC(=O)Nc2sc3c(c2C(N)=O)CCC(C)C3)[nH]c1=O (stereo not drawn)	-8%	9	24%	-6%	23%	-3%	4	-3%	2%
11	Cc1ccc(SCC(=O)NNC(=O)CCS(=O)(=O)c2ccc(C)cc2)cc1	-29%	18	8%	0%	0%	2%	4	0%	9%
12	COc1ccccc1CNC(=O)Cn1nc(C(F)(F)F)cc1C	-18%	3	27%	-7%[1.84 µM]	6%	-1%	4	-8%	-24%
13	Cc1nnc(SCC(=O)c2cc(C)n(-c3c(C)n(C)n(-c4ccccc4)c3=O)c2C)s1	-7%[57.5 µM]	15	-5%	4%	-2%	-10%	4	-2%	u
14	CCOC(=O)C1=C(CSc2nccn2C)NC(=O)NC1c1ccc2c(c1)OCO2 (stereo not drawn)	i	26	-17%	-5%	0%	-2%	6	3%	0%
15	CCc1nn(C(C)C(=O)NC2CCCCCC2)c(=O)c2cc3occc3n12 (stereo not drawn)	i	1	9%	0%	u	-7%	-6	-3%	6%

# Of the compounds above, these have a thiophene ring, fused or not:
No.	canonical_smiles	PTHR1 agonist	D3 antag	TDP43 rescue	aSyn yeast inh	KB-V1 cytotox	HEK293 tox	DRD3 agonist	GLP-1R agonist	GLP-1R inv ag
2	COCCn1c(=O)[nH]c(=O)c2c(C(F)(F)F)cc(-c3cccs3)nc21	i	10	-8%	2%	-18%	22%	-11	12%	89%[activator]
6	Cc1ccsc1C(=O)NC1CCCN(Cc2ccc(Cl)cc2)C1 (stereo not drawn)	i	-25	-17%	-3%	u	17%	-13	25%	u
10	Cc1nnc(SCC(=O)Nc2sc3c(c2C(N)=O)CCC(C)C3)[nH]c1=O (stereo not drawn)	-8%	9	24%	-6%	23%	-3%	4	-3%	2%

# A few values from the list:
# `CCc1nn(C(C)C(=O)NC2CCCCCC2)c(=O)c2cc3occc3n12` (stereo not drawn) @ HEK293 tox = -7%
# `COc1ccccc1CNC(=O)Cn1nc(C(F)(F)F)cc1C` @ DRD3 agonist = 4
# `O=C(NCCCNC(=O)c1ccco1)c1ccc(F)cc1` @ aSyn yeast inh = 0%
# `CCOC(=O)C1=C(CSc2nccn2C)NC(=O)NC1c1ccc2c(c1)OCO2` (stereo not drawn) @ D3 antag = 26
# `COCCn1c(=O)[nH]c(=O)c2c(C(F)(F)F)cc(-c3cccs3)nc21` @ D3 antag = 10
# `O=C(COC(=O)Cn1cnc2ccccc2c1=O)Nc1ccccc1OC(F)F` @ DRD3 agonist = 3

# (further entries)
No.	canonical_smiles	PTHR1 agonist	D3 antag	TDP43 rescue	aSyn yeast inh	KB-V1 cytotox	HEK293 tox	DRD3 agonist	GLP-1R agonist	GLP-1R inv ag
16	CCCN1CCc2[nH]c(=S)[nH]c(=O)c2C1	-21%	-17	-16%	-4%	1%	-8%	-3	1%	6%
17	Cc1noc(/C=C/N(C)C)c1S(=O)(=O)N1CCCC(C(=O)NCCC2=CCCCC2)C1 (stereo not drawn)	i	0	-10%	0%	-21%	-11%	-2	-1%	u
18	COC(CNC(=O)Cc1c(C)nc2c(-c3ccccc3)c(C)nn2c1C)OC	-24%	5	5%	-6%	u	-1%	2	1%	2%
19	Cc1[nH]nc(-c2ccc(OCc3cnn(-c4ccccc4)c3)cc2O)c1Oc1ccc(F)cc1	-1%	5	21%	-2%	0%	-8%	2	-38%[inhibitor]	-10%
20	CC(C)(COC(=O)c1ccccc1)N1CC2CCC(C1)O2	-21%	-16	1%	-2%	-29%	61%[activator]	-6	2%	u
21	COc1ccccc1NC(=O)N1CCCC(CNC(=O)c2ccccc2Cl)C1 (stereo not drawn)	i	-2	1%	0%	-16%	-2%	2	10%	5%
22	Cn1c(N)c(C(=O)COC(=O)CNC(=O)c2ccccc2F)c(=O)n(C)c1=O	i	-6	-9%	-10%	12%	5%	2	-2%	1%
23	O=C(O)c1ccccc1N(Cc1ccccc1)C(=O)COc1ccccc1	i	1	9%	1%	u	8%	2	-3%	11%
24	Cc1ccc(CN2CCN(Cc3cccn3-c3nccs3)CC2CCO)cc1 (stereo not drawn)	i	-23	-7%	2%	0%	2%	-12	18%	u
25	Cc1ccc(C)c(S(=O)(=O)Nc2ccc3sc(C)nc3c2)c1	-9%	19	u	-1%	u	-32%	1	1%	u
26	CCCC1C2C(=O)N(c3ccccc3)C(=O)C2ON1c1ccccc1 (stereo not drawn)	-9%[57.5 µM]	-11	27%	16%	-18%	-5%	0	-1%	-6%
27	CCOC(=O)c1cnc2ccc(C)cc2c1Nc1ccc(OCc2ccccc2Cl)cc1	i	x	22µM*	x	-21%	0%	14	x	11µM*
28	COc1cc2c(cc1O)CCN(C(=O)c1ccco1)C2C (stereo not drawn)	i	7	-10%	0%	u	18%	-17	8%	19%
29	Cc1ccccc1N(CC(=O)NC1CCCC1)C(=O)C1(C)CC(=O)N=C2C=CC(Cl)=CN21 (stereo not drawn)	i	7	-12%	0%	7%	-3%	0	3%	18%
30	O=C(O)c1cccc(Cn2c(Cl)c(/C=N/NC(=O)c3ccccc3O)sc2=O)c1	i	-4	2%	-16%	u	-12%	5	-3%	13%

# (next part)
No.	canonical_smiles	PTHR1 agonist	D3 antag	TDP43 rescue	aSyn yeast inh	KB-V1 cytotox	HEK293 tox	DRD3 agonist	GLP-1R agonist	GLP-1R inv ag
31	O=C(Nc1cccc(C(=O)N2CCOCC2)c1)NC1CCCCC1	i	-4	-10%	-3%	4%	2%	0	-25%	20%
32	COCCn1c(SCC(=O)N2CCOCC2)nnc1-c1ccco1	i	2	2%	-2%	2%	0%	2	9%	10%
33	O=C(COC(=O)c1cc(S(=O)(=O)Nc2ccccc2Cl)ccc1O)Nc1nc2ccccc2s1	-27%	3	-20%	-10%	-4%	17%	3	-1%	-8%
34	NC(=O)COC(=O)CNC(=O)c1ccc(Cl)cc1	i	12	4%	-5%	-2%	-20%	-1	-10%	18%
35	COc1ccccc1CNC(=O)CN(c1ccccc1OC)S(C)(=O)=O	19%	x	-10%	x	x	-10%	-6	x	2%
36	CC1(c2ccccc2)NC(=O)N(CC(=O)N2CCN(S(=O)(=O)c3ccccc3[N+](=O)[O-])CC2)C1=O (stereo not drawn)	i	-17	9%	0%	-3%	-8%	-5	-14%	1%
37	COc1ccccc1/C=C/c1nc(C#N)c(NCc2ccccc2)o1	-16%	x	u	x	x	49%[activator]	7	x	17%
38	Cn1c(=O)c(=O)n(C)c2cc(S(=O)(=O)N3CCN(c4cccc(C(F)(F)F)c4)CC3)ccc21	-11%[57.5 µM]	-10	8%	-7%	1%	3%	-6	-3%	0%
39	Cc1cc(CNC(=O)CC2C(=O)NCCN2Cc2ccccc2)nn1C (stereo not drawn)	i	0	8%	2%	u	-11%	3	5%	19%
40	Cn1c(=O)c2c(ncn2CC(=O)OCC(=O)NC(c2ccccc2)c2ccccc2)n(C)c1=O	22%	-4	14%	3%	-14%	26%	5	11%	26%
41	Cc1c(Nc2cc(Cl)c3nonc3c2[N+](=O)[O-])c(=O)n(-c2ccccc2)n1C	-95%[inhibitor]	-101*	u	0%	-13%	u	-21	-5%	u
42	CC(C)Cc1nc(SCC(=O)NCC2CCCO2)c2c(=O)n(C)c(=O)n(C)c2n1 (stereo not drawn)	-2%	1	20%	4%	-12%	8%	3	2%	20%
43	CC(C)NC(=O)Cn1c(SCC(=O)N2CCc3ccccc3C2)nc2ccccc21	i	-4	-13%	1%	12µM*	-7%	2	4%	0%
44	COCCCNC(=O)C1CCN(C(=O)Nc2ccc(Cl)cc2)CC1	i	24	1%	x	2%	-18%	1	-2%	u
45	Cc1cccc(N(C(=O)c2nsc(Cl)c2Cl)C(C(=O)NC2CCCC2)c2ccc(O)cc2)c1C (stereo not drawn)	i	-21	7%	-4%	21µM*	-21%	-12	-12%	8.9µM*
46	COc1ccc(CCNc2nc(-c3ccc(Cl)cc3)cc(C(F)(F)F)n2)cc1OC	-46%[inhibitor]	x	-5%	x	1%	1%	2	-1%	-5%

# These rows are one share of the data (hit frequency here may not be typical).
